# OX1R antag-1: blocks the human orexin 1 receptor | O43613 | CHO/OX1R cells, Fluo-8 calcium fluorescence, orexin A | inhibition, % at 5 µM | 0.43% of 330,000 active | AID 434989;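 active = inhibition above its plate's threshold, mean inhibition of all tested compounds on the plate plus 3 SD, cut at about 37% in these data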;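 also: 0% = orexin A challenge wells and 100% = SB-334867-A antagonist wells; not every result past the cut was called active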
# Target sequence (O43613 whole entry, looked up): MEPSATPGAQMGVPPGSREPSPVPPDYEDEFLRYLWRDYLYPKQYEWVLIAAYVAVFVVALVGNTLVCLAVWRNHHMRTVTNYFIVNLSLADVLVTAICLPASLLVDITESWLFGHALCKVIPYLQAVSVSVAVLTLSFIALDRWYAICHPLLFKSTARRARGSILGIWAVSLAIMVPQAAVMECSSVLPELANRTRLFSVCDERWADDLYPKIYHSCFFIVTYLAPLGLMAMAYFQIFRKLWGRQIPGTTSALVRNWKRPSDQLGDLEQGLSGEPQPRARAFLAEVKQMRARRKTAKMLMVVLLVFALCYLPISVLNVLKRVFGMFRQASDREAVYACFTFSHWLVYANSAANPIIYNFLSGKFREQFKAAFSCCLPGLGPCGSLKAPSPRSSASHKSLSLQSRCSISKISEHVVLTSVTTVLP
# STK33 inh: inhibitors of human STK33 kinase. Q9BYT3. purified STK33, MBP phosphorylation, ADP-Glo luminescence. inhibition, % at 10 µM. 0.073% of 320,000 active. AID 2661;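 active = inhibition at or above 25%, using the most active replicate where run in duplicate; inactive = inhibition below 25%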
# Target sequence (Q9BYT3 whole entry, looked up): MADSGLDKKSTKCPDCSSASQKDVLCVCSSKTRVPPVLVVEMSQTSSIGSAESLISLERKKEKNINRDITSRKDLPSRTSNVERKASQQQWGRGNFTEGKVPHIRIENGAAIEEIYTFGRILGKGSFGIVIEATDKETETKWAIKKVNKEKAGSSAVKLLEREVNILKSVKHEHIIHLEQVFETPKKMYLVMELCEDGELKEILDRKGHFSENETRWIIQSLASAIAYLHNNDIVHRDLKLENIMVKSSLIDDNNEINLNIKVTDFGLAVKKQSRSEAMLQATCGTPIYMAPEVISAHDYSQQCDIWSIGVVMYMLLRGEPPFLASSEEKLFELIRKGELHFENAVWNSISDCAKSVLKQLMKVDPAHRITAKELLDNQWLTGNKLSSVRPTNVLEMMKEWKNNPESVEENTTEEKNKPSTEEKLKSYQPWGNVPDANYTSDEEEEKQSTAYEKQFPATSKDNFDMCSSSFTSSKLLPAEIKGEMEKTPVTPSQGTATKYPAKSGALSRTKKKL
# OX1R antag-2: blocks the human orexin 1 receptor | O43613 | inhibition, % at 6.6 µM | 1.8% of 330,000 active | AID 485270 | OX1R-expressing cells, FRET antagonist read-out; in the data active = inhibition mostly above about 38%, no sharp cut-off; inactive = mostly below about 40%;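 also: 0% = agonist challenge alone and 100% = reference antagonist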
# The depositor's hits bear a star; · = not tested or not shown.
OX1R antag-1	OX1R antag-2	STK33 inh	SMILES
1.4	-0.4	-12.3	N/C(=N\OC(=O)COc1ccc(Br)cc1)c1cccc([N+](=O)[O-])c1
-20.1	8.5	-3.0	O=C1c2ccccc2NC(c2ccc(-c3cccs3)o2)N1O (configuration not stated)
1.6	17.9	-0.8	O=C(O)c1cccc(-n2cccc2/C=C2/NC(=O)N(Cc3ccccc3F)C2=O)c1
-3.1	12.0	-2.0	O=C(CN(c1cc(Cl)ccc1Cl)S(=O)(=O)c1ccccc1)N1CCOCC1
-3.8	2.1	-0.8	O=C(CN1CCN(c2ncc(C(F)(F)F)cc2Cl)CC1)Nc1ccc2c(c1)OCO2
6.7	-7.5	-1.0	CCOC(=O)COc1ccc(S(=O)(=O)Nc2ccc3c(c2)OCO3)cc1
-18.8	10.6	-1.8	CC(Oc1ccc(Cl)cc1Cl)C(=O)NNC(=O)C(=O)N1CCCCC1 (configuration not stated)
-14.3	3.3	-1.5	COc1ccc(-c2noc(COc3ccc4c(c3)OCO4)n2)cc1OC
-3.8	17.3	0.9	O=S(=O)(NCc1cccc(C(F)(F)F)c1)NCc1ccccc1F
-13.2	27.6	-0.6	COc1ccc(C(=O)N(C)Cc2ccon2)cc1OC1CCN(C(C)C)CC1
-4.6	19.8	-0.9	c1ccc(-c2cnc(CN3CCN(c4ccccc4)CC3)o2)cc1
17.5	62.2*	-1.7	CCOc1ccc(/C=C/C(=O)OCC(=O)c2ccccc2OC)cc1OC
-22.3	24.2	-1.8	CC(OC(=O)CN1C(=O)COc2ccccc21)C(=O)NCc1ccc(F)cc1 (configuration not stated)
-33.4	12.2	-0.6	CCC(C)(C(=O)NC1CCCCC1)N(Cc1ccco1)C(=O)c1ccc2c(c1)OCO2 (configuration not stated)
-2.6	13.1	-0.5	COCCN1CCN(C(=O)C2CCC(=O)N(Cc3ccccc3OC)C2)CC1 (configuration not stated)

# Two entries from above, with values under each structure.
# Order of values – OX1R antag-1, OX1R antag-2, STK33 inh
CCC(C)(C(=O)NC1CCCCC1)N(Cc1ccco1)C(=O)c1ccc2c(c1)OCO2 (configuration not stated)
→ -33.4, 12.2, -0.6
COCCN1CCN(C(=O)C2CCC(=O)N(Cc3ccccc3OC)C2)CC1 (configuration not stated)
→ -2.6, 13.1, -0.5

# (listing goes on)
OX1R antag-1	OX1R antag-2	STK33 inh	SMILES
-21.2	2.2	-0.5	COC(=O)c1ccc(NC(=S)NN2CCCCC2c2cccnc2)cc1 (configuration not stated)
-9.7	8.4	-1.0	CCOC(=O)c1ccc(S(=O)(=O)N2CCN(C(=O)c3ccccn3)CC2)cc1
-0.1	-0.3	0.8	O=C(O)/C=C/C(=O)Nc1ccccc1SC(F)(F)C(F)(F)C(F)(F)F
3.5	4.9	-2.6	Cc1csc(NC(=O)CSc2nnc(-c3cc(C)on3)o2)n1
-4.3	8.7	6.3	COc1ccc(Cn2c(=O)[nH]c3cc(C(=O)NCCCN4CCCCCC4)ccc3c2=O)cc1
-8.6	3.0	-1.9	CC1(C)CC(=O)c2cnc(NC(=O)CSC(=S)N3CCCCC3)nc2C1
2.7	9.7	-0.8	COC(=O)c1c(NC(=O)c2cccnc2)sc(C(=O)N(C)C)c1C
-18.2	7.1	0.4	CC(C)(C)OC(=O)C[C@H]1C/C=C\C[C@@H](CC(=O)N(CCO)Cc2ccccc2)C(=O)N[C@H](C(C)(C)C)COC1=O
1.2	11.7	0.3	COc1cccc(C2Cc3ccccc3C(=O)O2)c1 (configuration not stated)
2.6	0.2	2.1	CC1CCN(S(=O)(=O)c2ccc3[nH]c(=O)cc(C(=O)O)c3c2)CC1
2.6	-8.2	-1.7	Cc1ccc(C(=O)N[C@H](C(=O)OCC(=O)NC2CCS(=O)(=O)C2)C(C)C)cc1 (some centres not stated)
-27.0	10.7	-0.6	CCOC(=O)C(=CNc1nc(-c2ccccc2)c(C(=O)Nc2ccc(-c3ccccc3)cc2)s1)C(=O)OCC
-11.2	28.1	-0.7	Cc1ccc(-n2nnnc2-c2cnoc2-c2cccc(F)c2)cc1
-20.9	9.1	9.3	COc1ccccc1NC(=O)Nc1nc(CC(=O)N2CCN(c3ccccc3F)CC2)cs1
-6.3	21.3	1.1	CCOc1cc(NC(=O)CCl)c(OCC)cc1NC(C)=O

# Six of the entries above in order of their number in STK33 inh, smallest number first:
SMILES	STK33 inh
Cc1csc(NC(=O)CSc2nnc(-c3cc(C)on3)o2)n1	-2.6
COC(=O)c1c(NC(=O)c2cccnc2)sc(C(=O)N(C)C)c1C	-0.8
CCOC(=O)C(=CNc1nc(-c2ccccc2)c(C(=O)Nc2ccc(-c3ccccc3)cc2)s1)C(=O)OCC	-0.6
COC(=O)c1ccc(NC(=S)NN2CCCCC2c2cccnc2)cc1 (configuration not stated)	-0.5
COc1cccc(C2Cc3ccccc3C(=O)O2)c1 (configuration not stated)	0.3
CC1CCN(S(=O)(=O)c2ccc3[nH]c(=O)cc(C(=O)O)c3c2)CC1	2.1

# The results go on:
OX1R antag-1	OX1R antag-2	STK33 inh	SMILES
-29.5	11.7	-0.7	CC(C)Oc1cccc(C(=O)C2CCCN(C(=O)c3ccsc3)C2)c1 (configuration not stated)
0.1	21.6	-0.1	O=C(CCCN1C(=O)CCC1=O)Nc1ccc(Cl)c(C(F)(F)F)c1
-21.4	13.2	-0.6	CN1C(=O)C(O)(C2OC(C)(C)CCC2=O)c2ccccc21 (configuration not stated)
-36.8	21.0	0.2	C#CCN(C)CC/C=C1\c2ccccc2CSc2ccccc21
-13.1	28.6	-0.8	COc1ccc(CNC(=O)c2coc(=O)c3ccccc23)c(OC)c1
-27.0	2.3	-3.0	CC(Sc1nc2ccccc2n1C)C(=O)Nc1ccc(N2CCOCC2)cc1 (configuration not stated)
-17.2	13.0	-0.6	O=C(CCn1nc(-c2ccccc2)c2ccccc2c1=O)NN1CCOCC1
-5.6	34.2	0.4	O=C1C(=O)N(CCN2CCOCC2)C(c2ccc([N+](=O)[O-])cc2)/C1=C(/O)c1ccc2c(c1)OCO2 (configuration not stated)
-7.8	5.5	-0.3	COc1ccc(OCCn2ccnc2)cc1
-23.6	14.4	-0.3	Cc1ccc(N2CC(C(=O)Nc3nnc(C)s3)CC2=O)cc1 (configuration not stated)
-0.8	5.4	-2.1	Cc1ccc(N2C(=O)c3n[nH]c(C)c3C2c2cccnc2)cc1 (configuration not stated)
-9.5	27.7	-1.5	CC(=O)Nc1ccc(C(=O)N/C(=C/c2ccccc2)C(=O)N2CCCCC2)cc1
-54.7	7.9	-1.4	C/C(Cl)=C\Cn1c(Nc2ccccc2)nc2c1c(=O)n(C)c(=O)n2C
-10.4	10.7	·	CCCc1cc(C(=O)OC)c(NC(=O)CCCC(=O)O)s1
-19.3	6.3	-3.0	O=C(Nc1nnc(CC2=CCCCC2)s1)Nc1ccccc1F
-30.8	11.4	-0.3	Cc1ccc(Nc2nc(-c3ccc(S(=O)(=O)N4CCCC4)cc3)cs2)cc1C
-6.2	2.9	1.2	O=C(O)c1ccccc1NCN1C(=O)C2CC=C(Cl)CC2C1=O (configuration not stated)
0.3	0.9	1.2	COc1cccc(CNC(=O)c2ccc(NC(=O)CC3SC(N4CCCCC4)=NC3=O)cc2)c1 (configuration not stated)
-13.9	-1.3	-0.4	CCOC(=O)C1CCN(C(=O)NC23CC4CC(CC(C4)C2)C3)CC1
-25.7	15.1	0.7	CCOC(=O)CSc1nnc(SCCN2C(=O)c3ccccc3C2=O)s1
-5.2	28.0	1.0	O=C(NC1CCCCC1)C(Cc1ccccc1)NS(=O)(=O)c1cccs1 (configuration not stated)
-21.5	1.0	0.3	CCCCN(Cc1cc2cccc(C)c2[nH]c1=O)S(C)(=O)=O
-22.9	10.4	-1.1	Cc1cc(-c2nnc3sc(-c4ccc(Cl)cc4Cl)nn23)n[nH]1
-16.3	15.7	-4.6	CCCCSCc1[nH]c(=O)[nH]c1C(=O)CCCCC(=O)OCC
-40.3	13.9	0.1	COc1cc(C(=S)N2CCOCC2)ccc1OC(=O)c1cc(OC)c(OC)c(OC)c1
-32.8	26.6	19.2	Cc1cc(NC(=O)c2ccc(F)cc2)n(-c2ccccn2)n1
-18.1	6.8	-0.9	CC(C)CCn1c(CN2CCN(C(=O)c3ccco3)CC2)nc2c1c(=O)n(C)c(=O)n2C
-0.8	11.8	-2.3	COC(=O)c1c(NC(=O)CSc2nc(-c3ccco3)cc(C(F)(F)F)n2)sc2c1CCCC2
-8.3	13.2	-1.6	COc1ccc(NC(=O)/C(C#N)=C/c2ccc(Br)o2)cc1
-33.9	17.4	-0.5	CCC(=O)c1ccc(OCC(=O)Nc2cc(S(=O)(=O)N3CCCCC3)ccc2OC)cc1

# Record cards (already shown). Screens in order: OX1R antag-1 | OX1R antag-2 | STK33 inh
# `Cc1ccc(C(=O)N[C@H](C(=O)OCC(=O)NC2CCS(=O)(=O)C2)C(C)C)cc1` (some centres not stated) reads 2.6 | -8.2 | -1.7
# `Cc1ccc(N2CC(C(=O)Nc3nnc(C)s3)CC2=O)cc1` (configuration not stated) reads -23.6 | 14.4 | -0.3
# `O=S(=O)(NCc1cccc(C(F)(F)F)c1)NCc1ccccc1F` reads -3.8 | 17.3 | 0.9
# `COC(=O)c1ccc(NC(=S)NN2CCCCC2c2cccnc2)cc1` (configuration not stated) reads -21.2 | 2.2 | -0.5
# `CN1C(=O)C(O)(C2OC(C)(C)CCC2=O)c2ccccc21` (configuration not stated) reads -21.4 | 13.2 | -0.6

# (continued)
OX1R antag-1	OX1R antag-2	STK33 inh	SMILES
-13.0	0.5	0.7	Nc1cc(S(=O)(=O)c2ccc(O)c(N)c2)ccc1O
-17.8	10.5	-0.6	CCOc1ccc(S(=O)(=O)N(C)CC(=O)N2CCCC2)cc1
-21.8	4.0	0.0	Nc1nc(CSCCO)nc(Nc2ccc(F)cc2)n1
-3.3	-1.5	0.4	O=C1NC(NS(=O)(=O)c2ccccc2)(C(F)(F)F)C(=O)N1CCc1ccccc1 (configuration not stated)
-3.2	22.0	-2.7	COc1ccc(N2CCN(CC(=O)c3c[nH]c4ccccc34)CC2)cc1
-42.0	-3.2	0.0	O=C(c1ccc(Oc2ccc(Cl)cc2)c([N+](=O)[O-])c1)N1CCCC1
-41.7	17.4	-0.4	COc1cc(/C=C/C(=O)OCC(=O)NCCC2=CCCCC2)cc(OC)c1OC
-1.6	4.3	-1.0	CN1CCN(C(=O)c2ccccc2-c2ccccc2C(=O)O)CC1
-11.1	5.4	-0.5	CC(CCc1ccccc1)NC(=O)C(=O)NCCO (configuration not stated)
-18.2	2.5	-0.6	CC(OC(=O)Cn1[nH]c(=O)c2ccccc2c1=O)C(=O)Nc1ccc(F)cc1Cl (configuration not stated)
-25.1	9.2	1.2	COc1ccc(-c2nc3n(c2C)Cc2ccccc2-3)cc1
-6.8	20.1	-0.5	CCn1c(-c2cc(Cl)ccc2OC)n[nH]c1=S
-16.9	14.1	0.7	C/C(=N\NC(=O)c1ccc(F)cc1)c1ccccn1
53.7*	19.5	-2.1	CC(Oc1ccc2c3c(c(=O)oc2c1)CCCC3)C(=O)NCc1ccccn1 (configuration not stated)
-22.8	14.0	-0.7	COc1cc(CCNC(=O)CCCn2c(=O)c3cccn3c3cccnc32)cc(OC)c1OC
-19.6	1.4	-2.1	CCCCc1nc2cc(C(=O)N3CCCCC3C(=O)OC)ccc2o1 (configuration not stated)
-33.6	13.1	0.0	Cc1ccccc1NC(=O)C1(NC(=O)c2cccc(N3C(=O)CSC3c3ccccc3)c2)CCCCC1 (configuration not stated)
-16.8	1.2	0.1	CCC(C)NC(=O)CSc1nc2ccccc2c(=O)n1CCCC(=O)NCC1CCCO1 (configuration not stated)
-19.6	35.0	-0.7	Cc1cc(C)c2nc(SCC(=O)NNC(=O)c3ccco3)c(C)cc2c1
-14.3	16.2	-0.8	CC(C)(C)c1ccc(OCCC(=O)NNC(=O)c2ccncc2)cc1
-19.8	9.0	-1.6	COc1ccc(CCN2CC(C(=O)OCC(=O)Nc3c(C)nn(-c4ccccc4)c3C)CC2=O)cc1OC (configuration not stated)
20.4	-1.5	-1.8	COc1ccc(SCCN2CC[C@@H](O)CCC2=O)cc1
-32.2	11.2	0.3	OCC1(CCCc2ccccc2)CCN(Cc2ccc(F)cc2)CC1
-13.7	21.4	-0.8	CN(CCCC(=O)Nc1nccs1)S(=O)(=O)c1ccc(Cl)cc1
-11.7	5.0	-0.9	COc1ccc(NS(=O)(=O)c2cc(NC(=O)CNC(=O)c3cccc(OC)c3)ccc2C)cc1

# Screening results as filed in PubChem BioAssay.
